Screening data as filed in PubChem BioAssay.
BLM inh: qHTS Assay for Inhibitors of Bloom's syndrome helicase (BLM) | recombinant BLM DNA unwinding, fluorescence dequenching | Potency, µM (doses to about 56.1 µM), without a hit: at the top dose activity change, negative = inhibition, hits mostly inhibitors | 350,000 compounds, 0.2% hits;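 note: potency is the fitted concentration of half-maximal effect; plate controls were vehicle for no effect and no enzyme for full effect; nearly all actives have a fitted effect of over 35% in size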
Pol beta inh: qHTS Assay for Inhibitors of DNA Polymerase Beta; 340,000 compounds, 1.3% hits; Potency, µM (doses to about 114 µM), for inactives: at the highest dose activity change, negative = inhibition, hits mostly inhibitors; Pol beta primer extension/strand displacement, fluorescence kinetic; AID 485314, 2010; note: potency is the fitted concentration of half-maximal effect; % is set by controls: 0 for no effect and ±100 for the full control effect
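Values derive from four-parameter Hill fits of normalized kinetic data: reads at 0 and 10 min following addition of 50 nM substrate to 10 nM Pol beta preincubated 15 min with compound.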
Pol eta inh: qHTS for Inhibitors of Polymerase Eta. 390,000 compounds, 1.2% hits. Potency, µM (titrated, usually from 114 µM), for the others: at the highest dose activity change, negative = inhibition, usual class: inhibitors. recombinant Pol eta, fluorescent DNA replication assay. AID 588591, 2011; note: potency is the fitted concentration of half-maximal effect; % is set by controls: 0 for no effect and ±100 for the full control effect
Target sequence (Q9Y253 whole entry, looked up): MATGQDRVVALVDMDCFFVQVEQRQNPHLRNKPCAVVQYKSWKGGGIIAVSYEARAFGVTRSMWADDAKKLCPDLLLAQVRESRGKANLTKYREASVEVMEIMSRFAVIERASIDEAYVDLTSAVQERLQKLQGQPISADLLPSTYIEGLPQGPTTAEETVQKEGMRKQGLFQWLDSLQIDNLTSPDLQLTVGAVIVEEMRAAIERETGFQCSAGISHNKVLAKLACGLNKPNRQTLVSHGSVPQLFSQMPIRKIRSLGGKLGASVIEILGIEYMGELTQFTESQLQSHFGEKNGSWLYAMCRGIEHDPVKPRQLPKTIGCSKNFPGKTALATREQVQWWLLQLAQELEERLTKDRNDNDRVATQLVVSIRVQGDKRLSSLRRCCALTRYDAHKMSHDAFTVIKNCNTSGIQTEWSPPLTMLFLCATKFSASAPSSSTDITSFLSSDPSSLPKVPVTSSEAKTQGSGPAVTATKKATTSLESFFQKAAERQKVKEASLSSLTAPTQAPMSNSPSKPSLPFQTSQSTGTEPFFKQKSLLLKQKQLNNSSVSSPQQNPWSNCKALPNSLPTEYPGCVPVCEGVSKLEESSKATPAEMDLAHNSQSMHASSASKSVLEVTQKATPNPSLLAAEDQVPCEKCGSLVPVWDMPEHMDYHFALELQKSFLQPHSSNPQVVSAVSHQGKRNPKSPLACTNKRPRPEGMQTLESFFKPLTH
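Pol eta at 10 nM preincubated with compounds 15 min at room temperature; reaction started with fluorescent substrate (50 nM final) and read kinetically at 0 and 10 min.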
APE1 inh: qHTS Assay for Inhibitors of the Human Apurinic/apyrimidinic Endonuclease 1 (APE1). Potency, µM (doses to about 65.8 µM), for the others: at the top dose activity change, negative = inhibition, usual class: inhibitors. recombinant APE1, TAMRA/BHQ-2 abasic DNA cleavage fluorescence. AID 2517, 2012. DNA repair nuclease/redox regulator APEX1 (Homo sapiens), P27695. 350,000 compounds, 0.35% hits;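 note: potency is the fitted concentration of half-maximal effect; plate controls were vehicle for no effect and reference inhibitor for full effect; nearly all actives have a fitted effect of over 55% in size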
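Readout is kinetic fluorescence (ex 525, em 598 nm) from cleavage of 50 nM TAMRA/BHQ-2 THF abasic duplex by 0.75 nM APE1, compound added 15 min beforehand at RT.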
Anesthetic bind: qHTS Assay for Identification of Novel General Anesthetics | Ferritin light chain (Equus caballus), P02791 | 350,000 compounds, 0.074% hits | apoferritin/1-aminoanthracene competitive binding, fluorescence | Potency, µM (doses to about 77.5 µM), for inactives: top-dose activity change, negative = displacement, most hits filed as inhibitors; note: potency is the fitted concentration of half-maximal effect; % is set by controls: 0 for no effect and ±100 for the full control effect; nearly all actives have a fitted effect of over 20% in size
Target sequence (P02791 2-175 limits assumed): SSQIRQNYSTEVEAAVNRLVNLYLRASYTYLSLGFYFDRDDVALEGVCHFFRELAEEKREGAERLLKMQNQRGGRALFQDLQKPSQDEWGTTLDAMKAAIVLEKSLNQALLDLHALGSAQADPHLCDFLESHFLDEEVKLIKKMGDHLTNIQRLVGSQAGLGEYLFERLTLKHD
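In PBS, apoferritin at 10 uM is loaded with 1-AMA from a 50% saturated solution. After 10 min of compound exposure at ambient temperature, reduced 535 nm fluorescence indicates probe displacement.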
POLK inh: qHTS for Inhibitors of Polymerase Kappa. purified Pol kappa, fluorescent DNA synthesis assay, 10 min. Potency, µM (series often up to 107 µM), for inactives: at the top dose activity, negative = inhibition, actives largely listed as inhibitors. 400,000 compounds, 0.53% hits. AID 588579, 2011; note: potency is the fitted concentration of half-maximal effect; % is set by controls: 0 for no effect and ±100 for the full control effect
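Activity was followed as the change in fluorescence between reads at 0 and 10 min after starting the reaction with 50 nM substrate. Beforehand, 10 nM polymerase had been preincubated with compound for 15 min at room temperature.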
POLI inh: qHTS for Inhibitors of Polymerase Iota; AID 588590, 2011; Pol iota fluorescent replication assay, 10 min; 390,000 compounds, 1% hits; Potency, µM (doses to about 115 µM), for the others: at the top dose activity, negative = inhibition, actives largely listed as inhibitors; note: potency is the fitted concentration of half-maximal effect
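Pol iota at 10 nM preincubated 15 min with compounds at room temperature; reaction started with fluorescent substrate, 50 nM final. Fluorescence read kinetically at 0 and 10 min; buffer-only wells as negative control.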
Glioma ERSR ind: qHTS for Inducers of the Endoplasmic Reticulum Stress Response (ERSR) in Human Glioma: qHTS; U87-MG GRP78 promoter luciferase reporter, 16 h; 420,000 compounds, 0.02% hits; AID 602332, 2012; Potency, µM, for inactives: at the highest dose activation, usual class: activators; note: potency is the fitted concentration of half-maximal effect; series mostly up to about 76 µM; % of control where 0% means no effect; nearly all actives have a fitted effect of over 35% in size
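Stably transfected U87-MG glioma cells carrying a GRP78-based luciferase sensor; 16 h compound incubation. Luminescence end-point read 10 min after Bright-Glo addition at room temperature.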
LDHA block: qHTS assay for inhibitors of human lactate dehydrogenase; L-lactate dehydrogenase A chain (Homo sapiens), P00338; purified LDHA, NADH/diaphorase-resazurin fluorescence; hits give low values; activity change, % (values are at about 110 or 230 µM); 480,000 compounds, 0.15% hits; in the data active = activity change below about -30%; inconclusive = mostly about -25% to -30%;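 note: plate controls were DMSO wells for no effect and wells without enzyme for full effect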
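Resorufin fluorescence (ex540/em590), read at 0 and 20 min after diaphorase/resazurin addition, reports the NADH left after a 5 min room-temperature reaction of 2 nM human LDH5 with 0.06 mM NADH and 0.2 mM pyruvate.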
* hit, by the source's call; & = joins results of further samples; [ ] = another dose, or the depositor's remark. Unless noted, calls come from the whole dose curve; as a rule, active = well fitted curve in the direction sought with a large enough effect; inconclusive = small, poorly fitted or top-dose-only effect, or another doubt; inactive = no such curve, though single readings can be large; an effect the other way counts as inactive or inconclusive. Not all compounds are listed, so the mix of outcomes need not match the whole.

For Nc1ncc(S(=O)(=O)Nc2ccc(F)cc2F)cn1 the results were BLM inh -2%, Pol beta inh 1%, Pol eta inh 17%, Anesthetic bind -13%, POLK inh -8%[60.1 µM], POLI inh -1%, Glioma ERSR ind -1% and LDHA block 4.
O=S(=O)(Nc1cccc2c1CCCC2)c1ccc(Cl)cc1 was read as BLM inh -9%, Pol beta inh 13%, Pol eta inh -10%, APE1 inh 16%, Anesthetic bind -20%, POLK inh -13%, POLI inh 17%, Glioma ERSR ind 0% and LDHA block -1.
Screening O=C(CCNC(=O)C1CCN(S(=O)(=O)c2ccc(F)cc2)CC1)NCc1cccnc1 returned BLM inh -2%, Pol beta inh 15%, Pol eta inh -16%, APE1 inh 14%, Anesthetic bind -4%, POLK inh -1%, POLI inh 16%, Glioma ERSR ind -6% and LDHA block -4.
Screening Cc1ccnc2ccc(-c3nc4ccccc4o3)cc12 returned BLM inh -9%, Pol beta inh 0%, Pol eta inh inconclusive, APE1 inh -4%, Anesthetic bind -15%, POLK inh 9%&-41%, POLI inh -4%&-24%, Glioma ERSR ind 2% and LDHA block -1&-6.
Screening Cc1occc1C(=O)N/N=C/c1ccccn1 returned BLM inh 4%, Pol beta inh 49%[activator], Pol eta inh -5%, APE1 inh 20%, Anesthetic bind -3%, POLK inh 10%, POLI inh 31%[activator], Glioma ERSR ind -3% and LDHA block 1.
For COc1ccc(S(=O)(=O)N2CCCCCC2)cc1C(=O)N(C)Cc1cccs1 the results were Pol eta inh -6%, APE1 inh -11%, POLK inh -14%, POLI inh 99%[activator], Glioma ERSR ind -3% and LDHA block -10.
CCOc1ccc(C2C(C(N)=O)=C(C)Nc3nc(-c4cccc(Cl)c4)nn32)cc1OC (stereo not given) was read as BLM inh -12%, Pol beta inh -1%, Pol eta inh -3%, Anesthetic bind -18%, POLK inh -13%, POLI inh -8%, Glioma ERSR ind 12% and LDHA block -5.
For COC(=O)c1cc(NC(=O)c2ccccc2F)cc(C(=O)OC)c1 the results were BLM inh 2%, Pol beta inh 1%, Pol eta inh -14%, APE1 inh 5%, Anesthetic bind -13%, POLK inh -2%, POLI inh 36%[activator], Glioma ERSR ind -2% and LDHA block -6.
For CCOC(=O)c1ccc(NC(=O)Nc2ccc3c4c(cccc24)C(=O)N3CC)cc1 the results were BLM inh 0%, Pol beta inh 23%, Pol eta inh -12%, APE1 inh 0%, Anesthetic bind -10%, POLK inh 0%, POLI inh 33%[activator], Glioma ERSR ind -4% and LDHA block 16.
`O=C1OCc2ccc(NC(=O)c3c(F)cccc3Cl)cc21` gave BLM inh -1%, Pol beta inh -1%, Pol eta inh -10%, APE1 inh 17%, Anesthetic bind -2%, POLK inh 3%, POLI inh -15%, Glioma ERSR ind 5% and LDHA block -2.
For Cc1cccc(C)c1NC(=O)CSc1nc(C2CC2)nc2ccccc12 the results were BLM inh 1%, Pol beta inh 52%, Pol eta inh 14%, APE1 inh 8%, Anesthetic bind 4%, POLK inh 1%, POLI inh 67%[activator], Glioma ERSR ind -6% and LDHA block -15.
Screening CCCN(CCC)C(=O)c1ccccc1C(=O)N(CCC)CCC returned BLM inh 3%, Pol beta inh -23%, Pol eta inh -12%, APE1 inh 0%, Anesthetic bind 4%, POLK inh 5%, POLI inh 26%, Glioma ERSR ind -2% and LDHA block -4.
Screening COC(=O)C1=C(C)N(C)C(C)=C(C(=O)OC)C1c1ccc(F)c(Br)c1 returned BLM inh -9%, Pol beta inh 0%, Pol eta inh -19%, APE1 inh 7%, Anesthetic bind 9%, POLK inh -6%, POLI inh -14%, Glioma ERSR ind -3% and LDHA block 2.
`COc1cc(C(=O)Nc2ccc(-n3cnnn3)c(C)c2)cc(OC)c1OC` gave BLM inh 0%, Pol beta inh -29%, Pol eta inh -2%, APE1 inh -3%, Anesthetic bind -13%, POLK inh -5%, POLI inh 20%, Glioma ERSR ind -1% and LDHA block -5.
Screening O=C(CCSCCc1ccccn1)Nc1ccccn1 returned BLM inh -1%, Pol beta inh 12%, Pol eta inh -1%, APE1 inh 1%, Anesthetic bind -8%, POLK inh -8%, POLI inh -9%, Glioma ERSR ind -5% and LDHA block -4.
`CCOC(=O)N1CCN(C(=O)CN(c2cccc(OC)c2)S(C)(=O)=O)CC1` gave BLM inh 2%, Pol beta inh -1%, Pol eta inh -19%, APE1 inh -6%, Anesthetic bind -6%, POLK inh -12%, POLI inh 17%, Glioma ERSR ind -3% and LDHA block 0.
Screening S=C(NCc1cccnc1)Nc1cc(Cl)cc(Cl)c1 returned BLM inh -4%, Pol beta inh -2%, Pol eta inh -7%, APE1 inh -1%, Anesthetic bind 2%, POLK inh -11%, POLI inh 15%, Glioma ERSR ind 8% and LDHA block -5.
`Cc1ccc2nc3c(cc(C(=O)NCCN4CCOCC4)c(=N)n3CCCN3CCOCC3)c(=O)n2c1` gave BLM inh 129%[activator], Pol beta inh -27%, Pol eta inh 2%, APE1 inh 24%, Anesthetic bind 37%[activator], POLK inh -3%, POLI inh -9%, Glioma ERSR ind -9% and LDHA block -5.
`COc1ccc(NC2=C(Cl)C(=O)N(CCc3ccccc3)C2=O)cc1` gave BLM inh 0%, Pol beta inh 34%, Pol eta inh -19%, APE1 inh -5%, Anesthetic bind -14%, POLK inh -4%, POLI inh -5%, Glioma ERSR ind 5% and LDHA block 2.
For CCCC(=O)Nc1ccc2oc(-c3ccc(OC)c(Br)c3)nc2c1 the results were BLM inh -6%, Pol beta inh 1%, Pol eta inh 6%, APE1 inh 0%, Anesthetic bind -15%, POLK inh -8%, POLI inh 3%, Glioma ERSR ind -3% and LDHA block -7&8.
For CCCCNC(=O)c1onc(CS(=O)(=O)c2ccccn2)c1C(=O)NCCCC the results were Pol eta inh -9%, APE1 inh 9%, POLK inh -5%, POLI inh 7%, Glioma ERSR ind -4% and LDHA block -2.
Screening N#CCOC(=O)C1CCN(S(=O)(=O)c2ccc3c(c2)OCCO3)CC1 returned Pol eta inh -15%, APE1 inh 11%, POLK inh 2%, POLI inh 25%, Glioma ERSR ind -3% and LDHA block -5.
`CN(C)S(=O)(=O)c1cccc(C(=O)OCC(=O)N2c3ccccc3NC(=O)C2(C)C)c1` gave BLM inh -2%, Pol beta inh -1%, Pol eta inh -11%, APE1 inh 3%, Anesthetic bind -12%, POLK inh -1%, POLI inh -9%, Glioma ERSR ind 6% and LDHA block -1.
CCOC(=O)c1cccc(NC(=O)c2ccc3nc(Cc4ccccc4)oc3c2)c1 was read as BLM inh -13%, Pol beta inh 12%, Pol eta inh -18%, Anesthetic bind -10%, POLK inh -5%[60.1 µM], POLI inh 17%, Glioma ERSR ind -4% and LDHA block -7.
Screening CCSc1ncc(/C=N/Nc2ccc(F)cc2)n1C returned BLM inh -10%, Pol beta inh 7%, Pol eta inh -8%, APE1 inh 0%, Anesthetic bind inconclusive, POLK inh -12%, POLI inh 4%, Glioma ERSR ind 7% and LDHA block 14.
COc1ccc(Cl)cc1NC(=O)c1[nH]c(C)c(C(C)=O)c1C was read as BLM inh -2%, Pol beta inh 9%, Pol eta inh 4%, APE1 inh -1%, Anesthetic bind -3%, POLK inh -6%, POLI inh -17%, Glioma ERSR ind -7% and LDHA block -3.
`COc1cc(NC(=O)CCCN2C(=O)CCn3nc(-c4cn(C)c5ccccc45)cc32)cc(OC)c1` gave BLM inh 0%, Pol beta inh -1%, Pol eta inh -17%, Anesthetic bind -11%, POLK inh -7%[60.1 µM], POLI inh -5%, Glioma ERSR ind -1% and LDHA block 7.
For CC(C)(C)OC(=O)CNC(=O)c1nc[nH]c1C(=O)N1CCc2ccccc2C1 the results were BLM inh -1%, Pol beta inh 30%, Pol eta inh -22%, APE1 inh 25%, Anesthetic bind -10%, POLK inh -19%, POLI inh 23%, Glioma ERSR ind -4% and LDHA block -2.

Sorted by length of the SMILES (highest first): five of the compounds above
`Cc1ccc2nc3c(cc(C(=O)NCCN4CCOCC4)c(=N)n3CCCN3CCOCC3)c(=O)n2c1` gave BLM inh 129%[activator], Pol beta inh -27%, Pol eta inh 2%, APE1 inh 24%, Anesthetic bind 37%[activator], POLK inh -3%, POLI inh -9%, Glioma ERSR ind -9% and LDHA block -5.
`CCOC(=O)N1CCN(C(=O)CN(c2cccc(OC)c2)S(C)(=O)=O)CC1` gave BLM inh 2%, Pol beta inh -1%, Pol eta inh -19%, APE1 inh -6%, Anesthetic bind -6%, POLK inh -12%, POLI inh 17%, Glioma ERSR ind -3% and LDHA block 0.
COc1ccc(Cl)cc1NC(=O)c1[nH]c(C)c(C(C)=O)c1C was read as BLM inh -2%, Pol beta inh 9%, Pol eta inh 4%, APE1 inh -1%, Anesthetic bind -3%, POLK inh -6%, POLI inh -17%, Glioma ERSR ind -7% and LDHA block -3.
For CCCC(=O)Nc1ccc2oc(-c3ccc(OC)c(Br)c3)nc2c1 the results were BLM inh -6%, Pol beta inh 1%, Pol eta inh 6%, APE1 inh 0%, Anesthetic bind -15%, POLK inh -8%, POLI inh 3%, Glioma ERSR ind -3% and LDHA block -7&8.
Screening CCSc1ncc(/C=N/Nc2ccc(F)cc2)n1C returned BLM inh -10%, Pol beta inh 7%, Pol eta inh -8%, APE1 inh 0%, Anesthetic bind inconclusive, POLK inh -12%, POLI inh 4%, Glioma ERSR ind 7% and LDHA block 14.
